# CRFBP-R2 agonist – agonists of human CRF-binding protein/CRF-R2 receptor complex. HEK293 CRF-R2/CRF-BP, calcium dye fluorescence (FLIPR); percent of saturating CRF peptide response. 350,000 tested, 0.46% active. activation, % at 13.2 µM;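 active means activation of at least 50%, plus an integration ratio under a set limit after plate pattern correction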;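 further: plate controls were neutral control wells without compound for no effect and CRF at EC100 for full effect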
# M4 antag – CHRM4 antagonism in calcium assay; CHO-hM4 cells, ACh EC80, Fluo-8 calcium fluorescence; inhibition, % at 3 µM; 360,000 tested, 0.73% active; AID 624125;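 active means inhibition above its plate's cutoff, the mean inhibition of sample wells plus 3 SD, cut at about 27% in these data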;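 further: 0% = acetylcholine EC80 with DMSO and 100% = DMSO without agonist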
# CHRM4 agonist – agonists of human muscarinic M4 receptor (CHRM4). P08173. CHO-K1 hM4/Gqi5, Fluo-8 calcium fluorescence; vehicle 0%, full acetylcholine response 100%. activation, % at 3 µM. 360,000 tested, 0.14% active. AID 624127;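 active means activation above the run mean over all test wells plus 3 SD, cut at about 32% in these data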;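 further: peak over basal fluorescence ratio per well then scaled between controls; 0% = DMSO wells and 100% = acetylcholine at EC100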
# CHRM4 PAM – potentiates acetylcholine response at human M4 receptor; CHO-K1 hM4/Gqi5, Fluo-8 calcium fluorescence, ACh EC20; 0% = ACh EC20, 100% = maximal ACh; 360,000 tested, 0.4% active; activation, % at 3 µM; P08173;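 active means activation above its plate's cutoff, the mean activation of sample wells plus 3 SD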; further: some results filed as inactive read as strong as hits
# CHRM1 antagonist – blocks human M1 muscarinic receptor | inhibition, % at 3 µM | CHO-K1 hM1, Fluo-8 calcium fluorescence, ACh EC80 antagonist | 360,000 tested, 1.3% active | AID 588852;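 active means percent inhibition above its own plate's cutoff, namely the mean of that plate's compound wells plus 3 SD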;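 further: peak over basal fluorescence ratio during 140 s after agonist addition; 0% = ACh EC80 plus DMSO and 100% = DMSO alone without agonist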
# Target sequence (P11229 whole entry, looked up): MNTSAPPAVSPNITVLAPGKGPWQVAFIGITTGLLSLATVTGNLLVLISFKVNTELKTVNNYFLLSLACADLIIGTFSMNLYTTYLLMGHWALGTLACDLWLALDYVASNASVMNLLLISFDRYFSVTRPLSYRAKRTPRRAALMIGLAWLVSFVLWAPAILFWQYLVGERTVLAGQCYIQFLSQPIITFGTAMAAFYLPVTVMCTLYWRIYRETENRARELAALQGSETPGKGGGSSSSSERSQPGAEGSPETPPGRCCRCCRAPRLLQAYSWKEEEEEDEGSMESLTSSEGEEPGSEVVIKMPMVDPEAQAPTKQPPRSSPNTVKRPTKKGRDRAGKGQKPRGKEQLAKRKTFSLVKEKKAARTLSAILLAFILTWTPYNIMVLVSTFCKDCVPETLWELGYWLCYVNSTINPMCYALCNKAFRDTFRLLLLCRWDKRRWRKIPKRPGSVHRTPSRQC
# M5 PAM – potentiates acetylcholine response at human M5 receptor; AID 624038; P08912; activation, % at 3 µM; CHO-K1 hM5, Fluo-8 calcium, ACh EC20 PAM; 0% = ACh EC20, 100% = ACh EC100; 360,000 tested, 0.3% active;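 active means activation above the run cutoff, the mean activation of all test compounds plus 3 SD, cut at about 18% in these data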
# Target sequence (P08912 whole entry, looked up): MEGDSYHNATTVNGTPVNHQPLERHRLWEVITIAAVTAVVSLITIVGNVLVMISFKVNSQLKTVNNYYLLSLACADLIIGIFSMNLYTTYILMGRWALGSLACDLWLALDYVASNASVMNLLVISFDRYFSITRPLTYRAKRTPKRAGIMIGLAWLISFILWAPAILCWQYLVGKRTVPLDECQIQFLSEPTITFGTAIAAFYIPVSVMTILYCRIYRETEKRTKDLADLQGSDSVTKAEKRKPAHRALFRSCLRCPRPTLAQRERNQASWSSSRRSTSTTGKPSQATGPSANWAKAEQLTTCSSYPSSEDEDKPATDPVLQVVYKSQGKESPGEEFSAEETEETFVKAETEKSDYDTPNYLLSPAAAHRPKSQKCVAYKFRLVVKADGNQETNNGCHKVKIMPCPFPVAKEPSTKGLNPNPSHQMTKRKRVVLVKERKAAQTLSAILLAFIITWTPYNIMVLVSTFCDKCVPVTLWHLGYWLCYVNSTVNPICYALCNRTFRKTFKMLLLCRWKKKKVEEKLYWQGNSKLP
#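 Probe or stimulus: acetylcholine, EC20 level; Assay system: human M5 receptor in CHO-K1 cells; Schedule: compound preincubation 140 s before EC20 acetylcholine addition; Technique: intracellular calcium via Fluo-8 fluorescence; Dosing: single-point, 3 µM nominal; Read-out basis: percent activation from peak-over-basal fluorescence ratio, scaled EC20-to-EC100 acetylcholine; Repeats: one well per compound, no replicates.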
# CHRM1 PAM – human CHRM1 positive allosteric modulation; P11229; CHO-K1 hM1, Fluo-8 calcium fluorescence, ACh EC20; 0% = ACh EC20, 100% = maximal ACh; activation, % at 3 µM; 360,000 tested, 0.088% active; in the data active means activation above about 19%, passing the limit was not always enough
# CHRM5 antagonist – antagonists of human muscarinic M5 receptor (CHRM5); AID 624040; CHO-hM5 cells, Fluo-8 calcium fluorescence, ACh EC80; 360,000 tested, 0.59% active; P08912; inhibition, % at 3 µM;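 active means inhibition above a per-plate cutoff, the mean of that plate's test compounds plus 3 SD, cut at about 27% in these data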;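 further: 0% = acetylcholine EC80 with DMSO and 100% = DMSO without agonist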
# M5 ag – agonists of human muscarinic M5 receptor (CHRM5). P08912. CHO-K1 hM5 cells, Fluo-8 calcium fluorescence; 0% DMSO wells, 100% maximal acetylcholine response. activation, % at 3 µM. 360,000 tested, 0.19% active. AID 624037;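 active means activation above the run's mean over test compounds plus 3 SD, cut at about 23% in these data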;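 further: signal is peak over basal fluorescence ratio across the kinetic read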
# Active calls of the source: *; / = no result given. Compounds were not picked by outcome. About 2.8% of those tested had a hit in this group.
SMILES,CRFBP-R2 agonist,M4 antag,CHRM4 agonist,CHRM4 PAM,CHRM1 antagonist,M5 PAM,CHRM1 PAM,CHRM5 antagonist,M5 ag
O=C(NCc1cccnc1)c1c(F)c(F)c(F)c(F)c1F,-0.4,-13,1,9,-8,-2,10,-6,-4
CSc1nc(-c2ccco2)cc(C(F)(F)F)c1C#N,6.3,6,0,-3,-6,-12,1,6,-1
Cc1cc(C(=O)NNC(=O)c2sccc2C)c(C)o1,4.0,12,1,5,-4,5,8,-2,-3
Cc1ccccc1-n1c(C)cc(/C=N/NC(=O)c2ccncc2)c1C,-0.3,-11,1,8,-9,10,15,-11,4
COc1ccc2c(c1)[nH]c1c(=O)n(/N=C/C3C(C)C=C(C)CC3C)c(=O)[nH]c12 (stereo not drawn),-2.8,-1,3,-6,1,-7,0,-1,1
COc1cc2ccc(C(=O)O)cc2cc1OC,-3.5,-20,1,0,-9,-2,10,-1,-1
O=C(O)c1ccccc1-c1ccccc1C(=O)NCCc1ccccc1,-0.7,0,1,-3,-14,13,14,6,10
Cc1cc(Br)ccc1SCC(=O)OCC(=O)NC1CC1,1.2,-8,6,5,-3,-3,2,0,-1
COc1ccc(OC)c(NS(=O)(=O)c2cc3c4c(c2)CCN4C(=O)CC3)c1,-0.6,-3,1,7,-11,6,6,3,-4
CCC(=O)Nc1nc2ccccc2n1CCN(CC)CC,-1.4,0,-2,0,1,4,2,2,-1
CCC(C)(CCNC(=O)Cc1ccccc1)c1ccccc1OC (stereo not drawn),-1.5,3,-1,-2,-7,0,1,11,-4
COc1cccc(CC(=O)NNC(=O)c2ccc3c(c2)OCO3)c1,0.4,8,0,2,10,0,-2,0,-3
COCCn1c(CN2CCN(C(=O)c3ccco3)CC2)nc2c1c(=O)n(C)c(=O)n2C,-1.0,6,0,7,-10,2,17,6,-2
CCCN(CCC)c1nc(-c2ccccn2)nc2ccccc12,-0.7,4,1,-5,-7,-7,3,5,-6
CCOC(=O)c1cnn(-c2ccccc2)c1-n1cccc1C(=O)C(=O)N(C)C,-0.8,-1,1,-3,-9,2,9,3,0
C/C(=N\NC(=O)c1nnn(-c2nonc2N)c1CSc1ccccc1)c1cccnc1,-1.2,-10,0,9,-9,6,13,-4,-2
CS(=O)(=O)Nc1ccccc1C(=O)OCC(=O)NC1CC1,-0.4,5,1,-1,1,-2,-3,1,-3
CC1(C)CN(c2ccccc2)N(Cc2ccc(F)cc2)C1=O,-0.9,-6,0,0,-8,-4,7,-2,-5
COc1ccc(C(=O)NCc2nnc(SCC(=O)N3CCc4ccccc43)n2C2CCCCC2)cc1,-0.6,-9,1,-4,8,-4,-5,10,2
O=c1[nH]c(=O)n(Cc2ccco2)c2c1C(C(F)(F)F)(C(F)(F)F)N=C(Cc1ccccc1)N2,2.4,1,12,-11,11,-1,-5,4,-1
O=C(c1ccc(S(=O)(=O)Cc2cc(F)ccc2F)c([N+](=O)[O-])c1)N1CCCCC1,-1.0,13,1,-4,-14,2,9,-3,1
O=C(NCCS(=O)c1ccc(Cl)cc1)c1cccc(Cl)c1 (stereo not drawn),-0.7,-4,2,3,-3,3,14,5,0
CC(C)CCn1c(SCC(=O)c2ccccc2)nc2c1c(=O)[nH]c(=O)n2C,-1.1,2,0,-1,8,1,1,2,2
COc1ccc(N2CCN(S(=O)(=O)CCNC(=O)C(C)Oc3ccccc3)CC2)cc1 (stereo not drawn),0.4,0,4,-5,-11,-2,6,2,3
CC(=O)NCCC(=O)NCc1ccc(F)cc1,0.4,1,1,22*,-1,-9,5,-12,1
# Next part
SMILES,CRFBP-R2 agonist,M4 antag,CHRM4 agonist,CHRM4 PAM,CHRM1 antagonist,M5 PAM,CHRM1 PAM,CHRM5 antagonist,M5 ag
COc1cc(OC)cc(C(=O)NCCCNC(=O)c2cccnc2)c1,1.1,-2,1,-2,4,2,3,5,-1
CN[C@@H](CO)C(=O)NC[C@H]1O[C@@H](n2cnc3c(=O)[nH]c(N)nc32)[C@H](O)[C@@H]1O,/,-14,1,5,-26,-1,5,9,-1
COc1ccc(NC(=O)COC(=O)c2c3c(nc4ccccc24)CCCC3)cc1,2.5,14,9,-10,32*,-22,-9,18,-1
CNc1ccccc(-c2ccc3cc4c(cc3n2)OCO4)c1=O,9.0,3,1,-4,2,-2,9,-3,2
CSCCC(NS(=O)(=O)c1ccc2ccccc2c1)C(=O)OCC(=O)c1ccc(C(C)C)cc1 (stereo not drawn),7.6,10,2,-7,0,-7,-4,4,-2
CC1=C(C(=O)OCCNC(=O)c2ccccc2O)C(c2ccccc2[N+](=O)[O-])C(C(=O)OCC2CCCO2)=C(C)N1 (stereo not drawn),0.1,10,8,-8,2,-5,-3,4,-1
COc1ccc(N2CCN(C(=O)c3ccc4c(c3)OCO4)CC2)cc1,-0.9,9,2,4,-11,-1,5,-4,-3
O=C1Nc2ccc(Br)cc2C12OCCO2,-0.3,4,1,-4,2,-2,2,8,2
Cc1csc(=O)n1CC(=O)OC(C)C(=O)Nc1cccc(Cl)c1 (stereo not drawn),-2.0,0,1,-2,-11,-2,10,2,2
COc1ccc(C(C(=O)NC2CCCC2)N(C(=O)c2ccoc2C)c2cc(C)cc(C)c2)cc1 (stereo not drawn),0.2,6,-1,3,-5,3,5,3,0
COc1ccc(N2C(=O)C3CCCN3C2c2ccc(C)o2)cc1Cl (stereo not drawn),-1.5,-2,0,3,-8,1,11,1,-4
CC(=O)c1ccc(-c2ccc(C(=O)N(C)Cc3nc4ccccc4c(=O)[nH]3)o2)cc1,-1.7,12,11,-8,2,-18,-8,1,8
Cc1ccc(S(=O)(=O)Oc2cc(N)c3c(n2)CCC3)cc1,0.4,-9,1,5,-14,-2,16,6,0
COc1cc(NS(=O)(=O)c2ccc(Nc3nc(-c4ccccn4)cs3)cc2)nc(OC)n1,0.3,-3,1,-1,-8,3,14,-4,-1
Cc1ccc(N=C2N=C(N)c3ccccc32)cc1C,-2.1,6,0,6,4,5,3,-7,-2
O=C(C[C@H]1C/C=C\C[C@H](NC(=O)OCC2c3ccccc3-c3ccccc32)C(=O)OC[C@H]2CCCN2C1=O)NCCO,-0.2,5,0,11,5,10,-4,3,1
CCSc1cc(N2CCOCC2)nc(-c2ccc(Cl)cc2)n1,5.0,3,1,-10,-8,-9,7,3,-1
CC(=O)Nc1ccc(S(=O)(=O)NNC(=O)c2cc3c4ccccc4n(C)c3s2)cc1,-0.3,0,0,-2,6,-17,0,9,-8
O=C(NCCC(=O)N1CCN(S(=O)(=O)c2ccc(F)cc2)CC1)Nc1ccccc1,-1.2,-5,1,0,-15,4,7,-8,0
CCCN1CCC(NC(=O)Cc2ccc(C)cc2)CC1,1.3,-7,1,4,-9,-3,0,-13,-7
CCc1ccc(OCc2nnc(SCC(=O)Nc3cccc(C(=O)N4CCOCC4)c3)o2)cc1,0.0,0,7,6,-8,-3,3,4,2
C#CCN1C=C(C(=O)OCC)C(C)N(Cc2ccccc2I)S1(=O)=O (stereo not drawn),-0.9,-4,-1,-6,-1,-6,-4,-5,-2
S=c1[nH]ncc2ccccc12,2.0,-11,2,15,-13,5,13,-5,-2
Cc1c(Br)cccc1NC(=O)C1(C)CCN1C(C)C (stereo not drawn),/,-12,0,6,-5,4,2,-5,1
CN1CCN(C(=O)C2CCN(S(=O)(=O)c3ccc4c(c3)oc(=O)n4C)CC2)CC1,2.6,-13,0,3,-12,1,8,0,0
# (further entries)
SMILES,CRFBP-R2 agonist,M4 antag,CHRM4 agonist,CHRM4 PAM,CHRM1 antagonist,M5 PAM,CHRM1 PAM,CHRM5 antagonist,M5 ag
Cc1ccccc1C(NC(=O)C1CCN(Cc2ccc(Oc3ccccc3)cc2)CC1)c1ccsc1 (stereo not drawn),/,3,5,-8,-4,-3,-3,4,-2
CN(C(=O)CSc1nnc(Cc2cccs2)n1C1CC1)C1CCS(=O)(=O)C1 (stereo not drawn),0.1,-16,1,1,-12,5,12,-3,-1
O=C(O)/C(=C\c1ccc(C(F)(F)F)cc1)c1ccc(S(=O)(=O)N2CCCC2)s1,2.8,-2,2,16,-2,4,7,7,2
CSc1ccc(/C=C/c2cc(=O)c3ccccc3[nH]2)cc1,42,-5,11,-9,5,-13,-4,3,4
COC(=O)c1ccc2c(c1)NC1=C(C(=O)CC(C)(C)C1)C(c1ccncc1)N2 (stereo not drawn),-2.9,4,0,5,-3,0,5,0,0
CCCCN(C)CCNC(=O)C(=O)c1c(C)[nH]c2ccccc12,-0.9,-2,17,-18,32,-19,-9,12,4
CC1CCCN(C(=O)CSc2nnc(-c3c[nH]c4ccccc34)o2)C1 (stereo not drawn),5.9,2,6,-1,9,-1,-2,-5,2
O=C(c1cc(-c2ccccc2Cl)nc2ccccc12)N1CCC1,-0.9,-4,2,1,-13,2,6,0,1
CC(C)C(NC(=O)c1c(F)cccc1F)C(=O)NNC(=O)c1ccccc1 (stereo not drawn),-0.1,9,1,4,8,3,-3,-7,3
CC1CCCCC1NC(=O)CSc1nnc(CN2CCOCC2)n1C (stereo not drawn),6.9,0,0,-3,-6,9,7,7,-5
CCOC(=O)N1CCN(C(=O)C2CCN(S(=O)(=O)c3cc(OC)ccc3OC)CC2)CC1,-2.7,-5,1,-2,-5,-5,7,12,0
CS(=O)(=O)N1CCN(C(=O)c2ccc(F)cc2)CC1,1.5,-7,2,10,-17,0,-3,1,0
CCCNC(=O)Cn1c(=O)/c(=C/c2ccc(-c3cccc([N+](=O)[O-])c3)o2)s/c1=C\C(=O)C(C)(C)C,32,-1,1,-1,7,1,-2,12,3
C[N+](C)(C)CC/C=C1/c2ccccc2CSc2ccccc21,1.3,96*,0,-18,96*,-26,-24,99*,-12
CC(C)n1nc(C(=O)NNC(=O)c2ccc(OC(F)F)cc2)c2ccccc2c1=O,-0.4,3,2,-4,-6,3,4,-4,4
CC(C)(C)c1ccc(OCC(=O)OCCNC(=O)c2cccnc2)cc1,-1.0,1,1,-3,-30,0,4,0,-2
CCN(CC)P(=O)(Nc1ccc(SC(F)F)cc1)c1ccc(N(C)C)cc1NC(=O)c1ccco1 (stereo not drawn),0.7,-10,-1,-1,9,0,-1,-6,0
CC(C)NC(=O)C1(C)CN(S(C)(=O)=O)CC(=O)N1CCOc1ccccc1 (stereo not drawn),/,1,2,1,/,3,/,-4,3
CCCN1Cc2cccc(C(=O)N3CCN(c4ccc(F)cc4)CC3)c2C1=O,-0.2,1,0,2,-8,12,8,0,-4
COC(=O)c1nnn(-c2nonc2N)c1COc1ccc(C=O)cc1OC,0.3,-1,5,-6,-1,3,5,2,4
CN1C(=O)/C(=C/c2ccccc2OCc2ccccc2F)NC1=S,0.3,4,-2,-9,4,-12,-18,4,-12
O=C1c2ccccc2C(=O)N1CCCc1nc(-c2cccnc2)no1,-1.9,-3,1,0,-6,1,3,0,-1

# For reference, part of the list above:
SMILES,CRFBP-R2 agonist,M4 antag,CHRM4 agonist,CHRM4 PAM,CHRM1 antagonist,M5 PAM,CHRM1 PAM,CHRM5 antagonist,M5 ag
COC(=O)c1nnn(-c2nonc2N)c1COc1ccc(C=O)cc1OC,0.3,-1,5,-6,-1,3,5,2,4
CN1C(=O)/C(=C/c2ccccc2OCc2ccccc2F)NC1=S,0.3,4,-2,-9,4,-12,-18,4,-12
O=C1c2ccccc2C(=O)N1CCCc1nc(-c2cccnc2)no1,-1.9,-3,1,0,-6,1,3,0,-1

# Screening data from PubChem.
